uPA generation – qHTS for Inhibitors of Cell Surface uPA Generation; cell surface uPA generation assay, qHTS; Potency, µM (top dose mostly 38.3 µM), without a hit: at the top dose activity change, negative = inhibition, usual class: inhibitors; 330,000 compounds, 0.31% hits; active = well fitted inhibition curve with a large enough effect; inconclusive = small, poorly fitted or top-dose-only effect; inactive = no such curve, though single readings can be large or run the other way; tested in mouse RAW 264.7 cells; also: % is scaled to controls: 0 for no effect and ±100 for the full control effect; nearly all actives have a fitted effect of over 55% in size
VP16 counter – VP16 counterscreen qHTS for inhibitors of ROR gamma transcriptional activity; Drosophila S2 Gal4-VP16 UAS-luciferase, luminescence, 20 h; Potency, µM (doses to about 53.6 µM), for inactives: top-dose activity, negative = inhibition, actives largely listed as inhibitors; 310,000 compounds, 3.5% hits;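 also: Gal4-VP16 expression switched on by copper sulfate through the metallothionein promoter; % is scaled to controls: 0 for no effect and ±100 for the full control effect; nearly all actives have a fitted effect of over 50% in size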
ELG1 genotox – qHTS screen for small molecules that induce genotoxicity in human embryonic kidney (HEK293T) cells expressing luciferase-tagged ELG1. HEK293T ELG1-luciferase reporter, luminescence, 16 h. Potency, µM (doses to about 46 µM), inactives show at the highest dose activity change, positive = activation, actives largely listed as activators. 330,000 compounds, 1.3% hits. AID 504466, 2011; also: % of control where 0% means no effect; nearly all actives have a fitted effect of over 60% in size
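Genotoxic stress is detected as increased luminescence from luciferase-tagged ELG1 in HEK293T cells, measured with ONE-Glo after a 16 hr treatment at 37 °C.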
NPC1 promoter act – qHTS Assay for NPC1 Promoter Activators; 320,000 compounds, 2.4% hits; Potency, µM (doses to about 9.22 µM), inactives show at the top dose activation, actives largely listed as activators; Huh7 NPC1 promoter luciferase reporter, 24 h;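 also: % of control where 0% means no effect; nearly all actives have a fitted effect of over 60% in size; reporter is driven by a mutant NPC1 promoter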
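Luciferase expression driven by the NPC1 promoter was measured in stably transfected Huh7 cells after a 24 h compound incubation, using a luciferase reagent and a luminescence read.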
MBNL1-CUG inh – qHTS Assay for Inhibitors of MBNL1-poly(CUG) RNA binding. Muscleblind-like protein 1 (Homo sapiens), Q9NR56. TR-FRET MBNL1-His/biotin-(CUG)12 binding, 665/545 ratio. Potency, µM (titrated, usually from 57.5 µM), for inactives: at the top dose activity change, negative = inhibition, usual class: inhibitors. 280,000 compounds, 0.036% hits. AID 2675, 2010; active = well fitted inhibition curve with a large enough effect in the signal ratio, with a control signal flat, not every such curve was filed as active; inconclusive = small, poorly fitted or top-dose-only effect, or effect the other way, or a change in a side signal; inactive = no such curve, though single readings can be large or run the other way; the % refers to the signal ratio; also: % is scaled to controls: 0 for no effect and ±100 for the full control effect
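Inhibition of protein-RNA binding appears as loss of TR-FRET between terbium anti-His antibody on MBNL1-His and streptavidin-XL665 on biotin-(CUG)12. Activity is normalized to buffer-only and uninhibited-complex controls.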
FLuc counter – qHTS profiling assay for firefly luciferase inhibitor/activator using purifed enzyme and Km concentrations of substrates (counterscreen for miR-21 project) | purified FLuc, Km substrates, luminescence inhibition | AID 588342, 2011 | 360,000 compounds, 6.9% hits | Potency, µM (highest dose often 57.5 µM), inactives show at the top dose activity change, negative = inhibition, usual class: inhibitors | Luciferin 4-monooxygenase (Photinus pyralis), P08659;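 also: plate controls were vehicle for no effect and reference inhibitor for full effect; nearly all actives have a fitted effect of over 55% in size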
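Purified P. pyralis luciferase, 10 nM final, with Km-level 10 uM D-luciferin and 10 uM ATP in 50 mM Tris acetate pH 7.5, 10 mM Mg acetate, 0.01% Tween-20, 0.05% BSA; 6-point qHTS titration about 60 µM downward; luminescence read.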
RORgamma inh – qHTS for inhibitors of ROR gamma transcriptional activity. Nuclear receptor ROR-gamma (Mus musculus), P51450. Drosophila S2 Gal4-RORgamma UAS-luciferase reporter, 20 h. Potency, µM (titrated, usually from 53.6 µM), for the others: at the highest dose activity change, negative = inhibition, most hits filed as inhibitors. 310,000 compounds, 5.4% hits; also: % is scaled to controls: 0 for no effect and ±100 for the full control effect; nearly all actives have a fitted effect of over 60% in size
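ROR gamma transcriptional activity was tracked as Gal4-UAS luciferase output in stably transfected Drosophila Schneider cells, with compound added 1 hr before 700 uM copper sulfate induction and a 20 hr ambient-temperature incubation.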
p53 reactivator – qHTS assay for re-activators of p53 using a Luc reporter | 320,000 compounds, 0.063% hits | AID 504706, 2011 | H1299 p53-A138V BP100-luciferase reporter, luminescence, 24 h | Potency, µM (top dose mostly 92.2 µM), inactives show top-dose activity change, positive = activation, actives largely listed as activators; also: % of control where 0% means no effect; nearly all actives have a fitted effect of over 45% in size
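H1299 (p53-null), stable ts p53-A138V + BP100-Luc; 1000 cells/well, Opti-MEM/10% FBS; cpd 4 pt, 1:5; 24 h, 37 deg C, 5% CO2; detection reagent 10 min RT; luminescence.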
CXXC DNA block – qHTS Fluorescence Polarization Assay for Inhibitors of MLL CXXC domain - DNA interaction | Histone-lysine N-methyltransferase 2A (Homo sapiens), Q03164 | MLL-CXXC / FITC-HOXA9 DNA fluorescence polarization | Potency, µM (titrated, usually from 115 µM), inactives show at the highest dose activity change, negative = inhibition, actives largely listed as inhibitors | 290,000 compounds, 0.037% hits | AID 2662, 2010; active = well fitted inhibition curve with a large enough effect in the polarisation, with a control signal flat, not every such curve was filed as active; inconclusive = small, poorly fitted or top-dose-only effect, or effect the other way, or a change in a side signal; inactive = no such curve, though single readings can be large or run the other way; the % refers to the polarisation
Target sequence (Q03164 whole entry, looked up, the tested form may be a part): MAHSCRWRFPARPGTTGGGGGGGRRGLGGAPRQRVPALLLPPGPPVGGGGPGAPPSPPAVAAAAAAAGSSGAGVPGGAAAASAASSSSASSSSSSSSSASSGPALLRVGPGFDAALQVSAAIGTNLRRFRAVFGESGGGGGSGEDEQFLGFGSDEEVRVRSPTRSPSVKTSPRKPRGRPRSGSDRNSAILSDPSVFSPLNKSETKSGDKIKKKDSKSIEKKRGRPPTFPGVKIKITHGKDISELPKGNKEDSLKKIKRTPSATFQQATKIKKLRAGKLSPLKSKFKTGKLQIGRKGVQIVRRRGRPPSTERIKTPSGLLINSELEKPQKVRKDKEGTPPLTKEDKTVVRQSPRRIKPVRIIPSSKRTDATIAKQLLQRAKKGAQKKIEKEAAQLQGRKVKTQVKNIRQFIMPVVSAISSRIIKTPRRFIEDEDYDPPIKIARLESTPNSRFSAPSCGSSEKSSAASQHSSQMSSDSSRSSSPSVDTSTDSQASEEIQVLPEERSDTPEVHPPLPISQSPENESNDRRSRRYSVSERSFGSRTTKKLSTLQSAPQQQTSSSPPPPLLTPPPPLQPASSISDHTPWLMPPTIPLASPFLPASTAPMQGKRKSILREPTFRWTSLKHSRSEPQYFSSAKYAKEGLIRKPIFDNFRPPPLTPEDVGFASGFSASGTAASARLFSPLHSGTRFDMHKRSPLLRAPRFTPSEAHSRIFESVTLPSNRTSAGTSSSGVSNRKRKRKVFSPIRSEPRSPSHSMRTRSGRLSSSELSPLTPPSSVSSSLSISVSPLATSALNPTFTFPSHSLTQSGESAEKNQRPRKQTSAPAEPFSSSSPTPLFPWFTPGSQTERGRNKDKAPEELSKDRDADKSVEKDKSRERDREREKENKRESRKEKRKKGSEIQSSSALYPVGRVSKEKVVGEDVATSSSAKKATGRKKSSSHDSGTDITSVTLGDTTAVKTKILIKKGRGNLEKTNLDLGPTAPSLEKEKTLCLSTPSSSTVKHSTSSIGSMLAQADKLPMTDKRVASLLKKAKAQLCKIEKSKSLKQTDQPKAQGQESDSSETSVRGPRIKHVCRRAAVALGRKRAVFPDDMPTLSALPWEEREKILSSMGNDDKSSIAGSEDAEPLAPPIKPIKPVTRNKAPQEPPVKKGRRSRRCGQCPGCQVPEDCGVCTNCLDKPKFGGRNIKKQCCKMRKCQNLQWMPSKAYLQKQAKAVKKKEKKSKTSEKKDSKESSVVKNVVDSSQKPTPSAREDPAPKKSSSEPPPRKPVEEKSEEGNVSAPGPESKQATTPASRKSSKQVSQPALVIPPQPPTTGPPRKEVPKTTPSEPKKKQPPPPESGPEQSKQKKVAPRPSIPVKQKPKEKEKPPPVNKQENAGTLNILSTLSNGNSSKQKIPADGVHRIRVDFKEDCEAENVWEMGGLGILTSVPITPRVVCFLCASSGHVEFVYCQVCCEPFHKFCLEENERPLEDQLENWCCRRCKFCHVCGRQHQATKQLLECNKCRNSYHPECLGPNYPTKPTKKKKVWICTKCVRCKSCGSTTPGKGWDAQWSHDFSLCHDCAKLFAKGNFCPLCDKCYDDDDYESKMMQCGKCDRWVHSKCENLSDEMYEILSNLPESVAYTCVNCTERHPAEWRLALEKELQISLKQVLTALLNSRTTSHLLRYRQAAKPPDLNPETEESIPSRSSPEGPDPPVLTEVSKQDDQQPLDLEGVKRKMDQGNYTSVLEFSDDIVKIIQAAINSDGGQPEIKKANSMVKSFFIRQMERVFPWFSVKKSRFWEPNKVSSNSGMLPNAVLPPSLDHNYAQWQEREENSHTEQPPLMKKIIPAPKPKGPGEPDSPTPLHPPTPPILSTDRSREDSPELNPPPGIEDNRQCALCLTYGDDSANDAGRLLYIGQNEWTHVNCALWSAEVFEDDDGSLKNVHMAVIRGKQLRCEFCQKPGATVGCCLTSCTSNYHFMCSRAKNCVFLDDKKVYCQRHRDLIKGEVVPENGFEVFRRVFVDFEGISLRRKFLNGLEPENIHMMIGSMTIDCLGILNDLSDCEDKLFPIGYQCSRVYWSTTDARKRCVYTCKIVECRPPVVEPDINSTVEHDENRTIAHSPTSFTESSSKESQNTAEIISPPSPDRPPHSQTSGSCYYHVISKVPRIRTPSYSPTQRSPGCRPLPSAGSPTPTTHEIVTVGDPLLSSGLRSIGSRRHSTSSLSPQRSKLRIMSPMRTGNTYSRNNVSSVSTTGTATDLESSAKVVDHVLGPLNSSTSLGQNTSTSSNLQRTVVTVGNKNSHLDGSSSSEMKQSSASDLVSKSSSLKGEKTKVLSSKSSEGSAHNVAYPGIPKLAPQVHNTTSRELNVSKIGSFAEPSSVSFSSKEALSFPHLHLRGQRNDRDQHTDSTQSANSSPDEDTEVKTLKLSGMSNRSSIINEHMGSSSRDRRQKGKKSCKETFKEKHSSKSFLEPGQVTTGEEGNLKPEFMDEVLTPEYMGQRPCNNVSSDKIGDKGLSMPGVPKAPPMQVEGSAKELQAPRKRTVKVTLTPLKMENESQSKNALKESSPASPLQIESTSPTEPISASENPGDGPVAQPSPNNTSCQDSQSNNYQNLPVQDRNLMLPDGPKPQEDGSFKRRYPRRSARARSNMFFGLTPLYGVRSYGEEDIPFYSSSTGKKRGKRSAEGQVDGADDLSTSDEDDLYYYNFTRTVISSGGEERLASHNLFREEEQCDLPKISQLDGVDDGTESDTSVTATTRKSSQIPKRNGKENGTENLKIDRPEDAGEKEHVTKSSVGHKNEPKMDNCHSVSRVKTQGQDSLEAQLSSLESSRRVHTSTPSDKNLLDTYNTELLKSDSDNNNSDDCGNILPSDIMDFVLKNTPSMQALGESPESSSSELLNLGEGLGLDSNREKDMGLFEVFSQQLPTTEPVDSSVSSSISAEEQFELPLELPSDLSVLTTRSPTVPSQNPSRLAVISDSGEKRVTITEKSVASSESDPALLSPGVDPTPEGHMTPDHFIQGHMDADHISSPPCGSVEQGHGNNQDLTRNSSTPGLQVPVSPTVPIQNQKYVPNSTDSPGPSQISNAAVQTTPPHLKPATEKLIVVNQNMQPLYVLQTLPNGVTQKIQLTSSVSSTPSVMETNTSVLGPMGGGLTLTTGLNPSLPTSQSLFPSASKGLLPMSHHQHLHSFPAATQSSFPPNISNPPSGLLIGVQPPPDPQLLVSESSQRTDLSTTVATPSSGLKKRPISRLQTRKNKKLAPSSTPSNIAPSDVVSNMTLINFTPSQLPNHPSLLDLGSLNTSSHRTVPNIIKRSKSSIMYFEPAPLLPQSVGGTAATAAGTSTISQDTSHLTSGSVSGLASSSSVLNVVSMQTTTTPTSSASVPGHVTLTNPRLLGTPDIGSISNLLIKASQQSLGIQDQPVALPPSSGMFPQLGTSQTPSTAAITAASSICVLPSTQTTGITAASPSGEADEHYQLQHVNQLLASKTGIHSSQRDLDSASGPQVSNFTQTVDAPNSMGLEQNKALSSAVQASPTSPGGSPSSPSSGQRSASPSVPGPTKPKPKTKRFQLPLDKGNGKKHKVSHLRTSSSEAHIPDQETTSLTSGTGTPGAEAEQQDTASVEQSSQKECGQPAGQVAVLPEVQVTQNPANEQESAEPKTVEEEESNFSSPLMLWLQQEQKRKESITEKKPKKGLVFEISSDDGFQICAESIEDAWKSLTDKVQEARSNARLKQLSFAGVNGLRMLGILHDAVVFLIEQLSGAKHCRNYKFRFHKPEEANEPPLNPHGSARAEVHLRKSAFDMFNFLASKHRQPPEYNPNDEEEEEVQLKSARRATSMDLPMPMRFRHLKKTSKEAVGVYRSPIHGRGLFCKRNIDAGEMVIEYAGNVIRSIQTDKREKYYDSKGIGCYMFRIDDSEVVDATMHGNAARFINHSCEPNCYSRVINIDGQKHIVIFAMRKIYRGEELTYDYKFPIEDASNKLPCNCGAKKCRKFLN
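Purified MLL-CXXC (added from a 7 uM solution) was preincubated 5 min at ambient with pinned compounds in 50 mM Tris-HCl pH 7.5, 50 mM NaCl, 1 mM DTT, 0.05% BSA. Fluorescein-labeled HOX-A9 DNA (50 nM solution) followed, 30 min, then polarization read.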
BRCA1 expr up – qHTS Assay to Identify Small Molecule Activators of BRCA1 Expression | MCF7-BRCA1-FFLuc reporter, luminescence, 48 h; response scale: scaled: vehicle 0%, 10 µM genistein 100% | Potency, µM (top dose mostly 46.1 µM), inactives show top-dose activation, most hits filed as activators | 380,000 compounds, 1.1% hits | AID 624202, 2012; also: nearly all actives have a fitted effect of over 80% in size; some results filed as inactive show a strong effect at the top dose
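MCF7-BRCA1-FFLuc, 2000 cells/well; 2 h attach, 37 °C/5% CO2; compound 48 h; luciferase substrate 15 min; luminescence end-point. Norm. to genistein 10 microM max activation and DMSO; concentration-response curves fitted.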
Rab9 prom act – qHTS Assay for Rab9 Promoter Activators | Huh7 Rab9 promoter-luciferase reporter, luminescence, 24 h | Potency, µM (series often up to 9.22 µM), for inactives: at the top dose activation, negative = inhibition, usual class: activators | 320,000 compounds, 2.8% hits | AID 485297, 2010; also: % of control where 0% means no effect; nearly all actives have a fitted effect of over 60% in size
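Luciferase signal after 10 min detection reagent at ambient indicates Rab9 promoter upregulation; stably transfected Huh7 cells were treated 24 h with compound in DMSO at 37 °C, 5% CO2.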
Active calls of the source: *; u = inconclusive; x = not tested or not shown; [ ] = another dose, or the depositor's remark. Unless noted, calls follow the shape of the dose curve; as a rule, active = well fitted curve in the direction sought with a large enough effect; inconclusive = small, poorly fitted or top-dose-only effect, or another doubt; inactive = no such curve, though single readings can be large; an effect the other way counts as inactive or inconclusive. Potency is read from the fitted curve at half-maximal effect. Not all compounds are listed; rates above refer to the full screens.

Value order: Rab9 prom act	uPA generation	MBNL1-CUG inh	ELG1 genotox	VP16 counter	NPC1 promoter act	FLuc counter	BRCA1 expr up	RORgamma inh	p53 reactivator	CXXC DNA block
Cc1ccc(-n2c(SC3CCOC3=O)nc3ccccc3c2=O)cc1 (stereo not given)
→ -0.2%	x	3.1%	-1.0%	-9.6%	-1.4%	-0.3%	x	u	0.8%	5.0%
Cc1ccc(N2CC(C(=O)Nc3ccc4c(c3)OCO4)CC2=O)cc1 (stereo not given)
→ -12.2%	0.4%	-4.3%	3.0%	-4.4%	0.7%	-0.7%	20.4%	-14.7%	-4.9%	9.4%
CCC(C)NC(=O)CSc1nnc(-c2ccc(OC)c(OC)c2)c(-c2ccc(OC)c(OC)c2)n1 (stereo not given)
→ -1.8%	-10.1%	9.9%	8.9%	-10.4%	-4.3%	3.3%	-12.3%	-13.6%	1.1%	-3.4%
CCOCCCNS(=O)(=O)c1ccc2c(c1)oc(=O)n2CC(=O)OCC
→ -10.5%	x	-2.3%	0.0%	0.7%	0.5%	-0.9%	15.1%	27.1%	19.1%	11.1%
S=C(NCc1cccs1)Nc1cccc(Cl)c1
→ -5.8%	x	0.0%	0.7%	u	0.3%	2.5%	-0.1%	20µM*	-2.1%	4.2%
O=[N+]([O-])/C(C(=C(Cl)Cl)N1CCN(Cc2ccccc2)CC1)=C1\NCCN1Cc1ccc(Cl)nc1
→ 1.8%	-5.4%	-9.9%	-0.3%	-11.1%	-3.2%	1.0%	-13.5%	18.3%	9.1%	-3.0%
Cc1cc(C(=O)Nc2nnc(C(F)(F)F)s2)no1
→ 14.4%	x	-12.0%	16.8%	14.4%	10.8%	u	36.8%	19.6%	u	-0.1%
CCCCn1nc(C(=O)Nc2ccccc2N2CCCC2)c2ccccc2c1=O
→ -2.3%	-1.3%	x	-2.2%	x	-5.4%	-0.3%	-25.6%	x	0.3%	x
CCOc1ccc(N2C(=O)CC(NC3CCN(C(=O)c4ccc(F)cc4)CC3)C2=O)cc1 (stereo not given)
→ -43.2%[inhibitor]	4.3%	-1.8%	1.4%	1.7%	1.0%	1.5%	-2.3%	1.7%	-2.1%	12.5%
Nc1nc2ccc(S(=O)(=O)N3CCCCC3)cc2s1
→ 0.9%	0.7%	-4.9%	-27.8%	u	-4.3%	u	-25.0%	12.6µM*	15.5%	0.2%
CC(C)n1c(COc2ccccc2)nc2ccccc21
→ -0.3%	-1.3%	-5.5%	2.8%	x	5.0%	u	29.2%	x	x	-0.7%
CCc1ccc(N(CC(=O)Nc2ccccc2C(=O)N2CCCC2)S(C)(=O)=O)cc1
→ 1.3%	-11.5%	-8.1%	-4.8%	3.4%	0.5%	2.2%	-8.1%	-2.5%	6.7%	2.0%
COc1ccc(C(=O)c2sc3nc(-c4ccc(OC)cc4)ccc3c2N)cc1
→ 19.8%	1.2%	20.4%	10.6%	u	26.3%	-11.1%	34.2%	14.2%	18.5%	36.1%[activator]
Cc1ccc(S(=O)(=O)NNC2=NCCCCC2)cc1
→ -1.3%	3.6%	-3.4%	-1.5%	-0.9%[10 µM]	-3.6%	-2.1%	-4.8%	-21.9%	1.8%	-4.0%
COC(CNC(=O)CSCc1nc(-c2ccc(SC)cc2)oc1C)OC
→ -9.1%	-1.2%	7.6%	-9.0%	-19.2%	1.1%	u	-43.3%	-14.8%	7.4%	8.5%
O=C(CCCN1C(=O)/C(=C\c2cccs2)SC1=S)NNC(=O)c1ccncc1
→ 5.3%	0.4%	4.0%	-2.0%	u	-1.3%	1.9%	-24.0%	-35.4%	2.6%	6.0%
Cc1oc2c(CN(C)C)c(O)ccc2c(=O)c1-c1cscn1
→ -9.4%	1.3%	5.1%	-1.8%	-4.3%	-0.2%	-2.6%	-33.5%	-19.7%	3.7%	-5.4%
O=C(NN1C(=O)C2C(C1=O)C1C=CC2C12CC2)c1ccncc1 (stereo not given)
→ 8.3%	6.9%	-6.3%	-0.3%	-6.6%	-3.1%	-6.0%	0.5%	-3.7%	-3.1%	-14.6%
COc1cc(C(=O)O/N=C2\C=CC(=O)C=C2C)cc(OC)c1OC
→ -1.2%	u	-10.0%	7.8%	3.98µM*	-1.1%	-1.0%	-5.9%	7.08µM*	19.1%	19.9%
CNC(=S)NNC(=O)c1oc2nc(-c3ccccc3)cc(C)c2c1N
→ -4.6%	-4.1%	10.3%	-0.4%	2.8%	2.4%	0.0%	-9.3%	-28.3%	1.1%	1.2%
Nc1nc2ncc(C(=O)c3cc(F)ccc3O)cc2s1
→ 1.0%	-1.8%	x	0.3%	2.7%	-1.3%	-5.9%	22.3%	10.6%	-2.9%	5.9%
CCOC(=O)CC(=O)Nc1ccc(Br)cc1C(=O)O
→ 2.1%	5.2%	-5.9%	-0.2%	-19.0%	0.9%	2.5%	-0.9%	1.58µM*	-2.0%	2.2%
Cc1ccc2c(Cl)c(C)c(N3CCCCC3)nc2n1
→ -0.9%	-1.8%	2.3%	1.4%	u	-2.3%	u	-10.9%	3.98µM*	-8.3%	-3.5%
Cc1nnc2n(-c3ccccc3)c(=O)c3c4c(sc3n12)CC(C)CC4 (stereo not given)
→ -6.9%	6.5%	-0.8%	-2.1%	-9.5%	-5.8%	2.0%	-24.4%	8.1%	0.4%	15.6%
CCOC(=O)N1CCN(c2ncnc3c2cnn3-c2ccc(OC)cc2)CC1
→ -2.2%	4.9%	5.9%	1.6%	-4.4%	1.6%	-1.2%	40.9%	19.9%	-20.6%	-0.2%
O=C(c1cc2cccc([N+](=O)[O-])c2oc1=O)N1CCOCC1
→ -0.3%	10.5%	u	0.3%	-6.0%	-0.7%	1.7%	-5.7%	8.2%	1.2%	-5.4%
CC(CCc1ccccc1)NC(=O)C1CCN(S(=O)(=O)c2ccc(F)cc2)CC1 (stereo not given)
→ 2.0%	-15.5%	0.1%	-8.1%	-7.8%	-1.4%	3.8%	-6.8%	42.3%	-4.6%	1.7%
COc1ccc(CN2C(=O)CN=C2Nc2cc(C)ccc2C)cc1
→ 29.9%	-3.4%	10.0%	18.4µM*	-2.0%	13.4%	-0.8%	-41.6%	0.6%	-2.4%	0.3%
CC(=O)NNc1[nH]c2c(c(=O)c1[N+](=O)[O-])c(=O)n(C)c(=O)n2C
→ -5.3%	-2.7%	2.6%	-4.0%	-9.6%	-2.1%	u	-40.9%	-11.9%	9.5%	-12.7%
CCOc1ccc(N2C(=O)C3C4C=CC([C@H]5CC45)[C@@H]3C2=O)cc1 (stereo not given in full)
→ 0.9%	-16.4%	0.5%	0.3%	19.1%	-1.6%	u	41.6%	11.7%	2.4%	-6.8%
Cc1ccc(NC(=O)CN(C)C(=O)CSc2nc3ccccc3c(=O)n2Cc2ccco2)cc1
→ 6.3%	10.3%	-2.3%	-3.1%	-0.2%	0.5%	2.8%	-46.7%	24.6%	-8.6%	1.9%
O=C(O)CC/C(=N/NC(=O)CNC(=O)c1ccc2c(c1)OCCO2)c1ccccc1
→ -1.7%	-0.4%	0.6%	-1.2%	-6.0%	-0.2%	-8.4%	-9.5%	11.7%	-1.4%	-1.7%
Fc1ccccc1N1CCN(Cc2nc(-c3ccc(Cl)cc3Cl)no2)CC1
→ -1.7%	-3.9%	5.5%	-2.2%	11.7%	0.6%	1.5%[2.3 µM]	-12.7%	4.9%	11.8%	6.8%
CC(C)n1cnnc1SCC(=O)Nc1cccc(S(=O)(=O)N(C)c2ccccc2)c1
→ -1.6%	-10.0%	-8.2%	-3.6%	-6.5%	2.9%	-1.8%	-6.8%	21.9%	-6.0%	-11.9%

Screens deposited in PubChem BioAssay by National Center for Advancing Translational Sciences (NCATS).
